B2AR arrestin: qHTS assay of beta-arrestin-biased ligands of beta2-adrenergic receptor; hit rate 0.02% among 330,000; Beta-2 adrenergic receptor (Homo sapiens), P07550; Potency, µM (series often up to 46.1 µM), for the others: at the highest dose activation, most hits filed as activators; beta-arrestin recruitment to beta2AR, cell-based reporter; AID 492947, 2010;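 note: potency is the fitted concentration of half-maximal effect; 0% = DMSO controls and full agonism = EC100 isoproterenol or metaproterenol; nearly all actives have a fitted effect of over 65% in size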
TSG101-PTAP inh: qHTS Assay for Iinhibitors of HIV-1 Budding by Blocking the Interaction of PTAP/TSG101. Tumor susceptibility gene 101 protein (Homo sapiens), Q99816. Fluorescence polarization, FITC-PTAP peptide / Tsg101 binding. Potency, µM (top dose mostly 115 µM), for inactives: at the top dose activity change, negative = inhibition, most hits filed as inhibitors. 340,000 tested, under 10 active. AID 493005, 2010; active = well fitted inhibition curve with a large enough effect in the main read-out, with a control signal flat, not every such curve was filed as active; inconclusive = small, poorly fitted or top-dose-only effect, or effect the other way, or a change in a side signal; inactive = no such curve, though single readings can be large or run the other way; note: potency is the fitted concentration of half-maximal effect; % of control where 0% means no effect
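Fluorescence polarization binding of Tsg101 binding domain (10 uM final) to FITC-labeled PTAP peptide (50 nM final) in HEPES pH 7.5 buffer with NaCl, Tween 20, EDTA, TCEP. Compounds added before peptide; binding 20 min at RT.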
ASM inhibitor: Inhibitors of Secretory Acid Sphingomyelinase (S-ASM): qHTS; AID 504937, 2011; hit rate 0.006% among 340,000; placental ASM, HMU-PC fluorogenic substrate, 60 min; Potency, µM (series often up to 57.5 µM), without a hit: top-dose activity change, negative = inhibition, hits mostly inhibitors; note: potency is the fitted concentration of half-maximal effect
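Steps: dispense placental human ASM, pin compound, wait 10 min at room temperature, add HMU-PC0 substrate at 9 uM final, incubate 60 min at 37 °C, add stop solution raising pH to 10, read fluorescence.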
GALK inh: qHTS Assay for Inhibitors of Human Galactokinase (GALK) | hit rate 0.007% among 270,000 | Purified GALK, Kinase-Glo residual ATP luminescence | P51570 | AID 1868, 2009 | Potency, µM (top dose mostly 57.5 µM), for the others: at the highest dose activity change, negative = inhibition, hits mostly inhibitors; note: potency is the fitted concentration of half-maximal effect; % is set by controls: 0 for no effect and ±100 for the full control effect
Target sequence (P51570 whole entry, looked up): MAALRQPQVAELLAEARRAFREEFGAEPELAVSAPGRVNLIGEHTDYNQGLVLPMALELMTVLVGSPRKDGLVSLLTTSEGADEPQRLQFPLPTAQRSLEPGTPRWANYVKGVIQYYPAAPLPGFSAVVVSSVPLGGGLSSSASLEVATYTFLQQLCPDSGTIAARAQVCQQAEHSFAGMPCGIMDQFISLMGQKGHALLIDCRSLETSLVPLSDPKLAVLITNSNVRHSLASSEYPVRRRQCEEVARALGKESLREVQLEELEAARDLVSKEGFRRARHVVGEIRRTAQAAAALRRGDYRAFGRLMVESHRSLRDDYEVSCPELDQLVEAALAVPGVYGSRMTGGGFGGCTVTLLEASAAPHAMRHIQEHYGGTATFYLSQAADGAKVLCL
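Compounds were pin-transferred into ATP buffer (35 uM final), then GALK plus galactose (5 nM, 100 uM final) was added. After 1 h at room temperature, Kinase-Glo Plus was added and luminescence read after 10 min.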
Coupling enz: qHTS Assay for Inhibitors of Fructose-1,6-bisphosphate Aldolase from Giardia Lamblia: Coupling assay counterscreen | hit rate 0.67% among 290,000 | coupling enzyme system counterscreen, AmpLite Red fluorescence | activity change, negative = inhibition, % at 58.2 µM, hits read low | AID 2472, 2010; in the data active = activity change below about -30%; note: % is set by controls: 0 for no effect and ±100 for the full control effect
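First, compound is pin-transferred into glyceraldehyde-3-phosphate coupling-enzyme reagent at 57.5 uM final and held 10 min at RT. Next, substrate, coupling system and AmpLite Red are added. After 20 min RT, fluorescence (525/598 nm) is read.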
Menin-MLL TR inh: qHTS Assay for Inhibitors Targeting the Menin-MLL Interaction in MLL Related Leukemias: Competition With Texas Red Labeled MLL-derived Mutant Peptide; O00255; Menin + Texas Red MLL mutant peptide, fluorescence polarization; Potency, µM (titrated, usually from 61.6 µM), for inactives: at the highest dose FP activity change, negative = inhibition, usual class: inhibitors; hit rate 0.23% among 270,000; active = well fitted inhibition curve with a large enough effect in the polarisation, with a control signal flat, not every such curve was filed as active; inconclusive = small, poorly fitted or top-dose-only effect, or effect the other way, or a change in a side signal; inactive = no such curve, though single readings can be large or run the other way; the % refers to the polarisation; note: potency is the fitted concentration of half-maximal effect; % of control where 0% means no effect; many of its hits are not listed in these tables
BCR signal inh: qHTS Assay to Find Inhibitors of Chronic Active B-Cell Receptor Signaling | Potency, µM (highest dose often 46.1 µM), for the others: top-dose ratio change, negative = lower green/red ratio, actives largely listed as inhibitors | AID 493014, 2011 | ABC-DLBCL IkBa-CBG/CBR reporter, luminescence ratio, 4 h | hit rate 0.05% among 340,000; active = well fitted inhibition curve with a large enough effect in the signal ratio, with a control signal flat, not every such curve was filed as active; inconclusive = small, poorly fitted or top-dose-only effect, or effect the other way, or a change in a side signal; the % refers to the signal ratio;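 note: potency is the fitted concentration of half-maximal effect; plate controls were basal doxycycline-induced cells for no effect and cells given 10 µM MG132 for full effect; MG132 reads +100%, hits lower the ratio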
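Doxycycline induced both beetle luciferases in TMD8 lymphoma cells; IKK-driven degradation limits the IkappaBalpha-fused green signal, while red luminescence normalises for cell number and nonspecific effects. Compounds tested up to 46 uM, 4 hrs.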
Tb PFK inh: qHTS Assay to Find Inhibitors of T. brucei phosphofructokinase. T. brucei PFK, ADP-Glo luminescence. Potency, µM (top dose mostly 57.5 µM), for the others: top-dose activity, negative = inhibition, most hits filed as inhibitors. hit rate 0.17% among 330,000. AID 485367, 2010. ATP-dependent 6-phosphofructokinase (Trypanosoma brucei brucei), O15648;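 note: potency is the fitted concentration of half-maximal effect; 0% = uninhibited 1x PFK enzyme wells and -100% = no-enzyme wells; nearly all actives have a fitted effect of over 60% in size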
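PFK 1.25 nM, F6P 0.5 mM, ATP 0.1 mM, 0.1 M TEA pH 8.0, 5 mM MgCl2, 0.01% Tween20, 0.1% BSA; 45 min RT. ADP-Glo readout. qHTS titration up to 57 uM; curves fitted, compounds curve-classed.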
Giardia killer: Small Molecules that selectively kill Giardia lamblia: qHTS; Giardia lamblia trophozoite viability; activity change, % at 7.66 µM, hits read low; hit rate 0.15% among 340,000; AID 540267, 2011; in the data active = activity change below about -80%; inconclusive = between about -30% and that limit;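 note: parasites exposed to compound for two days anaerobically before the ATP read; % is set by controls: 0 for no effect and ±100 for the full control effect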
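Viability, read as ATP luminescence: trophozoites at 100 cells/well, compound added, 48 hrs anaerobic at 37 deg C, then 15-30 min room-temperature development before reading.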
PKM2 activator: qHTS Assay for Activators of Human Muscle isoform 2 Pyruvate Kinase | purified PKM2, Kinase-Glo ATP luminescence, activation; response scale: 0% is enzyme alone, no compound | Potency, µM (top dose mostly 57.5 µM), inactives show at the top dose activation, hits mostly activators | AID 1631, 2009 | Pyruvate kinase PKM (Homo sapiens), P14618 | hit rate 0.34% among 260,000; note: potency is the fitted concentration of half-maximal effect; % is set by controls: 0 for no effect and ±100 for the full control effect; nearly all actives have a fitted effect of over 55% in size
Target sequence (P14618 whole entry, looked up, canonical isoform): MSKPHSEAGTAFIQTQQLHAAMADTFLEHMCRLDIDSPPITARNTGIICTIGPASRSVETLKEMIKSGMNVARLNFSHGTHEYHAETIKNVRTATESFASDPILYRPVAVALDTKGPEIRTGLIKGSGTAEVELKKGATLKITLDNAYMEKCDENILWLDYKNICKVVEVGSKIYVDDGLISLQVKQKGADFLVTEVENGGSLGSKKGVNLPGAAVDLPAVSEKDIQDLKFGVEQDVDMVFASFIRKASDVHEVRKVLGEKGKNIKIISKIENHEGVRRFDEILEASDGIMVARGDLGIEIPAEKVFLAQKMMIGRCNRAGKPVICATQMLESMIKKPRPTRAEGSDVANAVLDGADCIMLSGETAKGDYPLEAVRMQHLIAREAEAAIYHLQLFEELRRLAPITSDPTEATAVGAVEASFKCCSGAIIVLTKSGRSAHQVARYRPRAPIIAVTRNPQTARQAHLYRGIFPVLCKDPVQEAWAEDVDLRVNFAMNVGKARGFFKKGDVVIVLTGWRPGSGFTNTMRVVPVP
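Purified hPK-M2 (>95% pure) converted ADP (0.1 mM final) to ATP with 0.5 mM PEP in 50 mM imidazole pH7.2, KCl, MgCl2, Tween 20, BSA; 1 h at room temperature. ATP detected by Kinase-Glo luminescence.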
Integrin act MD: qHTS for Activators of Integrin-Mediated Alleviation for Muscular Dystrophy. alpha7betagal myoblasts, beta-gal FDG fluorescence, 48 h. hit rate 0.064% among 350,000. Potency, µM (doses to about 38.3 µM), for inactives: at the highest dose activation, usual class: activators;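 note: potency is the fitted concentration of half-maximal effect; 100% = response of the positive control SU9516; nearly all actives have a fitted effect of over 60% in size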
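Alpha7betagal+/- myoblasts (passage 13) were plated 16-24 hr, then exposed to compounds (1:260 dilution of DMSO stock) for 48 hours at 37C. After MPER lysis, β-galactosidase reporter activity was read as FDG fluorescence (ex 480/em 540) after 30 minutes.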
Starred values were filed as active, the others as inactive; i = inactive; ? = inconclusive; / = no result given; [ ] = remark or other dose. Unless noted, calls come from the whole dose curve; as a rule, active = well fitted curve in the direction sought with a large enough effect; inconclusive = small, poorly fitted or top-dose-only effect, or another doubt; inactive = no such curve, though single readings can be large; an effect the other way counts as inactive or inconclusive.

Values run as follows: B2AR arrestin	TSG101-PTAP inh	ASM inhibitor	GALK inh	Coupling enz	Menin-MLL TR inh	BCR signal inh	Tb PFK inh	Giardia killer	PKM2 activator	Integrin act MD
Cn1cnnc1SCC(=O)Nc1ccc(N2CCOCC2)cc1
    -0.6%	2%	2%	-1%	-1	2%	2%	-3%	-2	-18%	-9%
c1coc(CN(Cc2cccs2)Cc2nnnn2C2CCCCC2)c1
    -0.6%	1%	-1%	-1%	1	-8%	18%	2%	6	0%	-16%
O=C(Nc1ccc2c(c1)OCO2)c1cccc(Cl)c1
    0.0%	-5%	-3%	0%	1	20%	?	3%	-9	-22%	5%
Cc1c(C(=O)c2ccc([N+](=O)[O-])cc2)c(=O)n(C)c(=O)n1C
    -0.4%	-4%	-1%	1%	-1	24%	1%	-3%	7	0%	2%
CC(NC(=O)C1CCN(S(=O)(=O)N2CCCCCC2)CC1)c1ccccc1 (centres undefined)
    0.4%	-1%	4%	0%	5	6%	0%	6%	-3	-1%	4%
Cc1ccc(-c2nnc(SCC(=O)N/N=C/c3ccccc3C(=O)O)n2-c2ccccc2)cc1
    0.4%	/	/	-2%	11	?	6%	-2%	/	2%	/
CCCOc1cccc(C2/C(=C(/O)c3ccc4c(c3)CC(C)O4)C(=O)C(=O)N2CCN2CCOCC2)c1 (centres undefined)
    -0.5%	0%	-1%	1%	0	-14%	?	-2%	-2	0%	-1%
CCN(CC)c1ccc(/C=N/NC(=O)Cc2cccs2)cc1
    -0.3%	-3%	106%[activator]	1%	-1	-29%	?	1%	0	-2%	25%
COc1ccc2c(c1)N(C)C(=O)CC(c1ccccc1)=N2
    -0.2%	-7%	0%	-2%	1	13%	-2%	1%	14	0%	-20%
Brc1ccc(N=C/C=C/C=C/Nc2ccc(Br)cc2)cc1
    -0.3%	-5%	1%	/	0	5%	?	-2%	-3	-1%	-8%
Cc1ccc(N(Cc2cc3cc(C)ccc3[nH]c2=O)S(=O)(=O)c2ccccc2)cc1
    -0.1%	-3%	-10%	0%	-2	2%	-4%	-2%	3	0%	7%
CC12CN3CC(C)(CN(C1)C3c1ccc3c(c1)OCO3)C2=O (centres undefined)
    0.0%	-1%	1%	1%	1	9%	0%	-7%	?	-5%	9%
Cc1cccc(N(C(=O)CNC(=O)c2cccs2)C(C(=O)NC2CCCC2)c2ccncc2)c1 (centres undefined)
    ?	-3%	4%	1%	-3	-10%	1%	2%	2	/	0%
COc1ccccc1NC(=O)c1csc2c1CCCC2
    0.5%	-1%	-1%	2%	-4	12%	-1%	-1%	-4	2%	-15%
O=C(COC(=O)CNC(=O)c1ccc(Cl)c([N+](=O)[O-])c1)NNC(=O)c1ccccc1F
    -0.1%	-2%	1%	/	/	/	0%	5%	-16	/	13%
COc1ccccc1NS(=O)(=O)c1ccc2oc(SCC(C)=O)nc2c1
    -0.4%	-2%	-1%	4%	0	0%	-23%	5%	-2	5%	-4%
Cc1ccc(N(C(=O)CCl)C(C(=O)NC2CCCCC2)c2cccnc2)cc1C (centres undefined)
    -0.5%	1%	1%	2%	2	-11%	?	6%	11	-5%	-68%[inhibitor]
COc1ccc(OC)c(Nc2nc(NCCC(C)C)nc(N)c2[N+](=O)[O-])c1
    -1.3%	0%	-6%	-2%	-1	/	1%	-4%	-6	2%	-29%
CCN(CC)c1ccc(C(=O)N/N=C(\C)c2cccc(OC)c2)cc1
    -0.6%	-2%	7%	0%	6	-1%	-12%	-1%	-16	11%	-17%
N#Cc1cncc(-c2ccc3c(c2)OCCOCCOCCOCCOCCO3)n1
    -0.4%	-2%	86%[activator]	/	-1	-5%	-2%	2%	9	-3%	14%
Nc1nc2nc(-c3cccs3)cc(C(F)(F)F)n2n1
    0.6%	-1%	i	1%	1	0%	?	-1%	23	-1%	18%
CCOc1ccccc1NC(=O)C1CCCN1S(=O)(=O)c1ccccc1C(F)(F)F (centres undefined)
    -0.9%	0%	3%	/	/	/	5%	-2%	4	/	3%
CNC(=O)c1ccc(NC(=O)Nc2ccccc2)cc1
    0.6%	0%	0%	-2%	0	14%	-2%	1%	23	-4%	-14%
COc1ccc(NC(=O)c2cc(-c3ccco3)nc3ccccc23)cn1
    0.0%	-2%	14%	/	/	/	10%	?	0	/	?
Nc1nc(SCc2nc3scc(-c4cccs4)c3c(=O)[nH]2)n[nH]1
    -0.5%	-3%	-1%	-3%	-3	-4%	?	0%	2	?	-16%
CCN1CCCC1CNC(=O)C(=O)NCCc1ccc(OC)c(OC)c1 (centres undefined)
    -0.1%	1%	-2%	-1%	0	-9%	2%	-2%	2	-2%	0%
Cc1cc(Nc2ccccc2)n(C(=O)c2ccccc2)n1
    0.0%	0%	-5%	1%	-1	2%	5%	0%	3	-1%	6%
c1ccc(Cc2nnc3sc(-c4cccnc4)nn23)cc1
    0.0%	-3%	-3%	-1%	3	11%	?	-6%	-13	-1%	11%[7.66 µM]
Cc1ccc(NC(=O)CNc2ccc(OC(C)C)cc2)c(C)c1
    0.3%	-5%	1%	1%	-8	-1%	-1%	-10%	4	-1%	-21%
O=S(=O)(Cc1cc(-c2ccccc2Cl)no1)c1ccccc1
    -0.4%	-3%	-3%	1%	4	-7%	-12%	-3%	-6	8%	-8%
CCOc1ccc(CCNC(=O)C2CC=CCC2C(=O)OC(C)C)cc1OCC (centres undefined)
    -0.4%	0%	2%	0%	3	-1%	4%	1%	-14	/	-30%
O=C(CCN1C(=O)/C(=C\c2ccccc2)SC1=S)NCCCN1CCOCC1
    0.0%	-3%	58%	5%	/	/	?	-3%	0	/	39%
CC(=O)Nc1ccc(OCC(O)CN2CCN(c3cccc(Cl)c3)CC2)cc1 (centres undefined)
    0.1%	-5%	0%	1%	-1	50%[activator]	3%	-14%	-4	2%	19%
Cc1ccc(Oc2cnc3ccccc3n2)cc1
    -0.7%	-4%	-3%	-1%	0	?	2%	-1%	7	-14%	68%
Cc1scc(C(=O)N/N=C/c2ccc(Cl)s2)c1C
    2.7%	-1%	1%	/	-2	1%	-1%	8%	6	0%	9%
N/C(Cc1ccc(Cl)c(Cl)c1)=N\OC(=O)c1cccs1
    0.5%	-10%	-2%	1%	0	2%	0%	?	-4	-5%	-10%
COc1cccc(C2(c3cccc(OC)c3)CC2C(=O)Nc2cccc3ccccc23)c1 (centres undefined)
    -0.5%	-1%	0%	0%	2	-1%	?	8%	5	-3%	12%
Cn1ncc(Cl)c1C(=O)N/N=C/c1ccccn1
    -0.2%	-1%	6%	0%	-53*	-3%	?	0%	21	-16%	-26%
CCOc1ccc2nc(N(CCCN(C)C)C(=O)c3ccc(C(=O)c4ccccc4)cc3)sc2c1
    -0.4%	-1%	-9%	-1%	/	/	6%	2%	12	2%	-68%[inhibitor]
Cc1ccc(C(=O)N2CCCC(N3CCN(c4cccc(C(F)(F)F)c4)CC3)C2)s1 (centres undefined)
    0.5%	-3%	-3%	6%	1	-29%	-3%	-3%	-17	0%	16%
Cc1ccc(CN2CCC(c3cc(-c4cccs4)n[nH]3)CC2)cc1
    0.4%	-3%	0%	1%	1	-2%	-3%	-2%	10	0%	-39%

Assay outcomes from PubChem.

Only part of the results is shown; rates above refer to the full screens.
